Bioassay records deposited in PubChem BioAssay by The Scripps Research Institute Molecular Screening Center.
PRMT1 FP inh – PRMT1 (human) inhibition, primary screen | inhibition, % at 2.79 µM | hit rate 1.3% among 370,000 | Q99873 | recombinant PRMT1, activity-based probe fluorescence polarization;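 active = inhibition above about 21% made by adding two undisclosed values, limit read from the data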
TDP2 inh – TDP2 (human) inhibition, absorbance primary screen. O95551. recombinant TDP2, T5PNP hydrolysis, p-nitrophenol absorbance 415 nm. hit rate 0.34% among 370,000. inhibition, % at 12.8 µM;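 active = inhibition above the mean of all tested compounds plus 3 SD, set per campaign, cut at about 25% in these data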;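 also: 0% = DMSO with enzyme and 100% = buffer with substrate but no TDP2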
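Evaluation: % inhibition relative to enzyme-containing and enzyme-free wells. Material: recombinant human TDP2. Benchmarks: enzyme-free and DMSO wells. Timing: enzyme reaction with compound for 2 h at 37 °C. Compound dosing: 12.8 µM only. Measured by: p-Nitrophenol epi absorbance. Reagent: T5PNP substrate at 5 mM, a TopII-DNA adduct mimic. Replication: single well per compound.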
KLK7 zymogen act – activates the human kallikrein-7 zymogen; P49862; AID 652039; activation, % at 7 µM; hit rate 0.9% among 370,000; purified proKLK7, EDANS-DABCYL substrate fluorescence; 100% is mature enzyme control, 0% vehicle;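 active = activation above the mean of all tested compounds plus 3 SD, computed per campaign excluding outliers beyond control limits, cut at about 13% in these data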
UHRF1 binding – blocks human UHRF1 binding to methylated DNA | inhibition, % at 4.4 µM | Q96T88 | AID 687016 | hit rate 0.75% among 370,000 | UHRF1 binding to methylated oligo, TR-FRET; in the data active = inhibition above about 21%;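 also: UHRF1 SRA domain binding a hemimethylated CpG hairpin DNA probe; 0% = median of test compound wells and 100% = reference inhibitor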
SIAE inh – human SIAE inhibition, primary screen; Q9HAT2; SIAE FP-Rh probe binding, fluorescence polarization; inhibition, % at 9.66 µM; hit rate 0.69% among 370,000; AID 1053197;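 active = inhibition above a cutoff: mean of compounds within the control limits plus 3 SD of those, cut at about 17% in these data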;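 also: 0% = plate median of compound wells and 100% = probe without SIAE protein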
DDE Tn7 FP inh – disrupts Tn7 cyclic peptide binding to fibrin D-Dimer-E complex; P02675; FP displacement of FITC-Tn7 peptide from fibrin DD(E); 0% = median of compound wells per plate; inhibition, % at 8.3 µM; hit rate 0.13% among 370,000; AID 720508;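 active = inhibition above the mean of compounds falling within the control limits plus 3 SD of them, cut at about 14% in these data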;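 also: 0% = plate median of compound wells and 100% = 10 µM Aha-Tn7 peptide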
Target sequence (P02675 whole entry, looked up): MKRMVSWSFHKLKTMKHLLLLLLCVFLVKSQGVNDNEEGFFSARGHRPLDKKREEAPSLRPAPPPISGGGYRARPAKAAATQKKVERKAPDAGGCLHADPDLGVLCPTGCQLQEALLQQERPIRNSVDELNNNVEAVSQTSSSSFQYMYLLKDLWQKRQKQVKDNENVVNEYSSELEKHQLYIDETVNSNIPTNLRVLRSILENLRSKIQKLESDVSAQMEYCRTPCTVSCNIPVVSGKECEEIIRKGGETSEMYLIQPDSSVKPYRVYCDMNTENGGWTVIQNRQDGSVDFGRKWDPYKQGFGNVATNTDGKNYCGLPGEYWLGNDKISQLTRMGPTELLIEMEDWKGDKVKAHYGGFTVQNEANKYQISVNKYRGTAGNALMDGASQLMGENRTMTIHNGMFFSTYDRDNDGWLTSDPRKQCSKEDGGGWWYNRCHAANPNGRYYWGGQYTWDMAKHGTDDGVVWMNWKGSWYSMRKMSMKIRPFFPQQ
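Test system – human fibrin DD(E) · Times – 10 min preincubation, 3 h with tracer, room temperature · Detection – fluorescence polarization of the labelled Tn7 tracer · Measure – percent inhibition normalized to high-control wells · Benchmarks – high control wells with 10 µM unlabelled Aha-Tn7 peptide (full inhibition) · Repeats – singlicate testing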
LEDGF integ inh – blocks HIV-1 LEDGF/p75-dependent DNA integration; TR-FRET IN-LEDGF/p75 DNA integration, Eu/Cy5; inhibition, % at 3.7 µM; hit rate 0.64% among 370,000; AID 743269;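 active = inhibition above the screen-wide mean plus 3 SD, cut at about 13% in these data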;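 also: signal is the Cy5 over europium emission ratio at 671 and 618 nm; 0% = plate median of compound wells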
Tn6 DDE FP – disrupts Tn6 cyclic peptide binding to fibrin D-Dimer-E complex. P02675. Fibrin DD(E) TRITC-Tn6 fluorescence polarization displacement. hit rate 0.21% among 370,000. inhibition, % at 8.3 µM. AID 720509;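 active = inhibition above a per-campaign cutoff: mean of compounds within control limits plus 3 SD, cut at about 15% in these data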;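 also: 0% = median of all compound wells on the plate and 100% = blocking peptide control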
MBD2 inh – blocks human MBD2 binding to methylated DNA; TR-FRET, MBD2 binding to methylated oligonucleotide; inhibition, % at 4.4 µM; hit rate 0.31% among 370,000; in the data active = inhibition above about 13%
Target sequence (Q9UBB5 whole entry, looked up): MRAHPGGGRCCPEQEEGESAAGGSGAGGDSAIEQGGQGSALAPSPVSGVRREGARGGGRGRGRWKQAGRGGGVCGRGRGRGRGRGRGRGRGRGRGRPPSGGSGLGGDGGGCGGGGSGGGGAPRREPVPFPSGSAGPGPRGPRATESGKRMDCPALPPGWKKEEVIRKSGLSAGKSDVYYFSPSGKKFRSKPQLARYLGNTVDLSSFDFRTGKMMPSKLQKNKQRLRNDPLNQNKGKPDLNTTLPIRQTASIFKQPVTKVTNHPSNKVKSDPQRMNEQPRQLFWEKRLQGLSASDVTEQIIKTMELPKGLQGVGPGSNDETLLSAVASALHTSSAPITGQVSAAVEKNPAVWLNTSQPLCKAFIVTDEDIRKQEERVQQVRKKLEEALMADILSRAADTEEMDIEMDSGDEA
TCR CD3 inh – blocks the human TCR-CD3 interaction | TAMRA-labeled TCR probe fluorescence, biochemical | inhibition, % at 9.4 µM | hit rate 0.37% among 360,000 | AID 651800; in the data active = inhibition above about 19%;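 also: recombinant mutant TCR 2C K166C tagged with TAMRA read by polarization; 0% = receptor in buffer alone and 100% = receptor with positive control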
* = called active by the depositor; . = no result given. Rows are unselected; overall some 4.6% were active at least once.

SMILES,MBD2 inh,LEDGF integ inh,UHRF1 binding,KLK7 zymogen act,SIAE inh,TDP2 inh,Tn6 DDE FP,DDE Tn7 FP inh,TCR CD3 inh,PRMT1 FP inh
CC(=O)Nc1ccc(Cl)c(-c2nc3ncccc3o2)c1,4,-1,-2,0.8,-5,-4,7,1,4,0
O=C(c1ccc(S(=O)(=O)N2CCCCC2)cc1)N1CCN(Cc2ccc3c(c2)OCO3)CC1,-2,0,-2,0.7,-1,-1,1,-4,6,-2
Cc1ccc(C(=O)NCC(C)(C)N2CCOCC2)s1,1,0,-1,0.0,-4,-14,-4,-4,1,-1
CCCC[C@@H]1CCCO[C@@](C(=O)NCc2cc(C)n(C)n2)(C(F)(F)F)C1,-2,-1,5,0.5,2,4,-2,4,8,0
O=C(CSc1nnc(-c2ccco2)n1Cc1ccco1)NCc1cccs1,-2,3,0,0.5,-3,-2,6,-1,3,0
COCCCNC(=O)C1CCC(CNS(=O)(=O)c2ccc(Cl)cc2)CC1 (centres undefined),0,-2,2,0.1,-3,-9,1,1,-6,4
Cc1cccc(C)c1-n1nnnc1C1c2ccccc2C(=O)N1CCCn1ccnc1 (centres undefined),1,-3,2,-0.1,-8,-3,-5,-3,2,4
COc1ccc(CN(CC(=O)NCc2ccco2)C(=O)CCC(=O)Nc2ccccn2)cc1,1,-4,-2,0.2,-3,4,3,4,0,1
COc1ccc(N2CCN(C(=O)COC(=O)CSc3ccccc3)CC2)cc1,4,0,-1,0.4,1,0,1,1,2,-1
COc1ccc(C(C(=O)NC(C)(C)C)N(C(=O)CCC(=O)Nc2cc(C)on2)c2c(C)cccc2C)cc1 (centres undefined),1,6,2,0.0,-8,-5,13,-6,1,-4
COc1cccc(N2CCN(C(=O)c3ccc(Cl)c(NC4=NC5CS(=O)(=O)CC5S4)c3)CC2)c1 (centres undefined),4,-2,0,-0.3,-5,-4,6,1,6,0
CN(C)C=Nc1ccc2nn(-c3ccccc3)nc2c1,-8,0,-8,19*,1,-7,4,-1,9,-3
O=C(/C=C/c1ccccc1)Nc1nc(-c2ccncc2)cs1,5,-1,0,-2.3,-54,-7,7,2,1,3
CSc1nc(N)nc2c1ncn2CC(=O)NCC1CCCO1 (centres undefined),4,1,-2,0.2,1,-1,-4,-4,8,-8
Cc1cccc(CCNC(=O)CC2C(=O)NCCN2CC2CCCCC2)n1 (centres undefined),0,4,0,0.3,-5,-4,9,-3,3,2
COc1ccc(/C=N/N=C2\CC3CCC2(C)C3(C)C)cc1O (centres undefined),-6,11,-5,0.0,3,7,-2,5,-9,0
COc1ccc(C(=O)NC(C)c2ccccc2)cc1Br (centres undefined),3,6,-1,-0.3,4,4,-1,-6,2,-1
COc1ccc2c(c1)C1(Nc3ccccc3-c3nc4ccccc4n31)C(=O)N2 (centres undefined),-1,-1,-1,0.3,-2,3,-9,4,4,-3
Cc1cccc(CCNC(=O)CN(C)S(=O)(=O)c2ccc3c(c2)c(=O)n(C)c(=O)n3C)c1,-9,3,1,0.3,14,4,-5,1,9,0
Cc1ccccc1N=C1NC(=O)CC(c2ccccc2)S1 (centres undefined),2,-1,-2,0.5,2,-6,7,-4,6,0
CCCCN(CCCC)CCCNC(=O)CC1Oc2ccc(C)cc2NC1=O (centres undefined),2,-1,0,0.2,3,2,-9,-9,1,-1
CC(C)(C)NC(=O)CC1C[C@H](C(=O)N2CCCCC2)[C@@]2(C)c3[nH]c4ccccc4c3CCN2C1=O (some centres undefined),1,-2,-1,0.0,10,7,3,4,-4,2
CC(C)(C)CN1C(=O)C(=O)NC[C@@H]1CCCCN,-5,1,0,-0.6,-1,3,-3,0,-7,0
COC(=O)c1ccc(CSc2nc3sc(C(=O)O)c(C)c3c(=O)[nH]2)cc1,-3,-2,2,-0.4,-7,-4,1,4,0,3
CCOC(=O)c1ccc(S(=O)(=O)N2CCN(C(C)=O)CC2)cc1,1,1,-1,-0.8,-2,1,3,-6,4,-3
O=C(COc1ccc(Cl)cc1)Nc1cc(NC(=O)COc2ccc(Cl)cc2)cc(C(=O)O)c1,2,-6,1,-0.5,-38,4,2,2,-9,4
CCNc1nc(NCC)nc(N(n2cnnc2)S(=O)(=O)c2ccc(C)cc2)n1,5,4,-1,-0.5,2,8,-1,-4,4,2
Cc1c(F)cccc1NC(=O)CCCCCC1NC(=O)NC1C (centres undefined),5,78*,-2,-0.2,2,5,-5,-5,5,-4
CC1CCN(C(=O)COC(=O)c2cccc(S(=O)(=O)N(C)c3ccccc3)c2)CC1,2,2,4,-0.1,-1,8,-7,1,4,-1
O=C(Nc1ccc(Cl)c(C(F)(F)F)c1)C(=O)N1CCCCC1,0,-5,4,0.2,-4,-4,-4,0,-2,1
C=C(C)CNC(=S)N/N=C/c1ccco1,1,-5,-1,0.4,4,-8,4,-1,-4,8
CC(=O)Nc1ccc(N(C(=O)c2ccco2)C(C(=O)NC2CCCC2)c2ccc(N(C)C)cc2)cc1 (centres undefined),-2,-1,-1,1.2,-5,-11,4,2,0,-3
CCc1cccc(NC(=O)CSc2nc(C)cs2)c1,4,-3,1,-0.8,1,-3,-6,2,-6,1
COc1cccc(N2CCN(C(=O)c3ccc(-c4ccccc4)cc3)CC2)c1,5,-6,4,0.5,2,-19,0,0,-9,4
O=S(=O)(N(Cc1ccccc1)[C@@H](CO)Cc1ccccc1)N(Cc1ccccc1)[C@@H](CO)Cc1ccccc1,5,0,-2,0.0,-7,0,11,0,2,-2
COCc1cc(=O)[nH]c2cc(NC(=O)C(F)(F)F)c(C)cc12,-1,1,-2,466*,10,4,7,1,4,-3
CN(Cc1ccc(F)cc1)C(=O)c1cccc(S(=O)(=O)N2CCN(c3ccc(F)cc3)CC2)c1,-1,0,-1,0.0,17,4,-8,3,3,11
COCC(=O)Nc1cc(Cl)c(OC)cc1OC,-8,-4,0,-0.6,3,-4,4,4,7,-3
CCOc1ccccc1-n1nnnc1SCC(=O)NCc1ccco1,2,4,1,0.1,-2,6,-7,5,0,-4
Cc1sc2nc(SCC(=O)Nc3ccc(S(N)(=O)=O)cc3)[nH]c(=O)c2c1C,-2,-1,1,0.3,-17,8,-9,-3,10,0
Cn1c(CC(=O)NCCO)c(Sc2ccccc2)c2ccccc21,-8,0,0,0.2,0,2,-4,0,3,-2
O=c1[nH]c2c(n(C3CCCCC3)c1=O)CCC2,-4,0,-2,-0.3,3,1,2,1,2,0
Cc1cccnc1NC(=O)C(c1ccccc1)c1ccccc1,-2,1,1,-0.1,-2,7,6,0,6,2
Cc1cc(-c2nnc(-c3ccccc3)c(-c3ccccc3)n2)c(C)o1,-3,-4,2,-0.1,-5,12,-9,-1,-8,-1
O=C(Oc1cccc(-n2cnnn2)c1)C1CCCCC1,1,-2,0,0.6,23*,4,-1,-1,6,-1
COc1ccc(CCN2CC(C(=O)N(C)CCOc3ccccc3)CCC2=O)cc1 (centres undefined),0,0,5,0.2,2,7,0,2,2,-4
CCCCN(N=Nc1nonc1OC)c1nonc1OC,6,-1,-1,0.2,9,-2,11,0,12,-1
CCOC(=O)c1c(NC(=O)c2ccno2)c2cc([N+](=O)[O-])ccc2n1C,3,-3,0,0.5,0,11,-2,4,-8,5
CC(=O)c1cccc(NC(=O)NCc2cccs2)c1,-7,1,-1,-0.1,1,-5,9,1,-1,0
Cc1ccc(C(=O)N/N=C\c2ccc[nH]2)cc1[N+](=O)[O-],-3,1,-4,0.1,3,-5,4,1,8,-1
CC(NC(=O)c1ccco1)c1nc(-c2ccc(Cl)cc2)no1 (centres undefined),-3,-1,0,0.1,-1,11,4,3,4,1
COCCN(C(=O)COC(=O)Cc1c[nH]c2ccccc12)c1c(N)n(Cc2ccccc2)c(=O)[nH]c1=O,-7,6,-1,0.0,5,-7,-9,-3,0,-3
CCOc1ccc(NS(=O)(=O)c2ccc(C(=O)NCC3(N(C)C)CCCCC3)cc2)cc1,3,3,0,-0.2,-4,9,-6,-2,-5,-4
Cc1ccc(NS(=O)(=O)c2ccc3c(c2)CC(=O)N3)c(C)c1,0,2,1,-0.1,-12,-3,3,-4,-3,3
CCOC(=O)C1=C(C)N=c2s/c(=C\c3ccc(OC(C)=O)c(OCC)c3)c(=O)n2C1/C=C/c1ccccc1 (centres undefined),-1,1,0,-1.2,-5,-2,-3,-3,-10,1
COc1ccc(-c2nnc(SCC(=O)Nc3cccc4ccccc34)n2Cc2ccco2)cc1,-2,0,2,-1.4,3,0,-8,2,.,5
Cc1ccccc1-c1nc(-c2ccc(NC(=O)c3cccs3)cc2)no1,-3,0,0,-3.7,-48,-3,2,5,9,-2
Nc1ccc(C(=O)N2CCN(S(=O)(=O)c3ccc4c(c3)OCCO4)CC2)cc1[N+](=O)[O-],3,1,-2,0.1,-3,2,0,-4,5,-8
COc1ccccc1C(=O)Nn1c(C2CCC2)nc2ccccc2c1=O,-5,-2,1,-0.4,-1,6,2,-3,2,-3
CCCN1C2CCCC1CC(NC(=S)NCCCOCC)C2 (centres undefined),1,-3,1,0.5,2,4,-4,-1,-7,-1

Shown field by field: part of the list above.
CCCCN(N=Nc1nonc1OC)c1nonc1OC
- MBD2 inh = 6
- LEDGF integ inh = -1
- UHRF1 binding = -1
- KLK7 zymogen act = 0.2
- SIAE inh = 9
- TDP2 inh = -2
- Tn6 DDE FP = 11
- DDE Tn7 FP inh = 0
- TCR CD3 inh = 12
- PRMT1 FP inh = -1
Nc1ccc(C(=O)N2CCN(S(=O)(=O)c3ccc4c(c3)OCCO4)CC2)cc1[N+](=O)[O-]
- MBD2 inh = 3
- LEDGF integ inh = 1
- UHRF1 binding = -2
- KLK7 zymogen act = 0.1
- SIAE inh = -3
- TDP2 inh = 2
- Tn6 DDE FP = 0
- DDE Tn7 FP inh = -4
- TCR CD3 inh = 5
- PRMT1 FP inh = -8

(cont.)
SMILES,MBD2 inh,LEDGF integ inh,UHRF1 binding,KLK7 zymogen act,SIAE inh,TDP2 inh,Tn6 DDE FP,DDE Tn7 FP inh,TCR CD3 inh,PRMT1 FP inh
CCc1ccc(C(=O)NNc2ccc(S(N)(=O)=O)cc2)cc1,1,2,-2,-0.1,7,-5,5,-4,9,2
CC[C@@]1(C(=O)OC)N[C@H](CN(C)C(=O)COC)[C@@H]2C(=O)N(Cc3ccccc3)C(=O)[C@@H]21,2,0,0,0.5,1,11,-1,5,2,-1
C=C(C)CN=CC1(C)CCC(C)=CO1 (centres undefined),0,-3,37*,0.1,3,0,2,5,-7,4
CCCCN(CC)Cc1ccc(CNC(=S)Nc2ccccc2F)o1,-3,-3,3,-0.2,3,-9,-3,-7,-7,6
COc1ccc(C(=O)COC(=O)CCCC(=O)NC2CCCCC2)cc1,3,-5,3,-0.6,1,-5,-2,3,-3,1
CC(C)n1cnnc1SCC(=O)Nc1cccc(S(=O)(=O)N(C)c2ccccc2)c1,5,3,2,-0.4,-9,-10,-1,0,-5,5
CN(C)c1ccc(/C=C/c2nnnn2-c2ccccc2)cc1,-1,-3,-3,-8.8,9,10,-3,-4,-2,0
